# phage Ecoli inh = growth loss of phage-infected E. coli, primary screen, RecBCD inhibitor project, absorbance, with phage, HTS | inhibition, % at 11.9 µM | 0.26% of 360,000 active; in the data active = inhibition above about 11%
# Tat transport = E. coli Tat export inhibitors, primary screen, MC4100, TorA-mCherry reporter, fluorescence, single point | inhibition, % at 10 µM | 0.036% of 340,000 active;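 active = mean replicate inhibition at least 50% and at least half of replicates individually reaching 50%; inconclusive = only one of the two criteria met; inactive = neither criterion met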;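 also: exported cargo escapes ClpAP degradation while cytoplasmic cargo is degraded and loses fluorescence; 0% = median of neutral control wells and 100% = median of NaSCN control wells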
# Mot1-301 SUMO = yeast Mot1-301 growth rescue at high temperature, primary screen, SUMOylation pathway inhibitor project, S. cerevisiae, ATP luminescence, 38.5C; S. cerevisiae Mot1-301 growth rescue; percent above DMSO median, 100 means doubled; 1% of 320,000 active; growth rescue, % at 18.8 µM; AID 2716, 2010;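 active = every valid replicate shows activation above 250% relative to neutral control wells; inactive = the rest, any valid replicate at or below 250%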;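 also: OY570 slx delta 5 strain wells were the positive control but not used for scaling; some compounds called inactive have numbers as strong as hits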
# HTR5A ag = HTR5A agonists in luminescence cell assay, primary screen, counter-screen for OPRM1-OPRD1 heterodimer agonist project, full-deck HTS. 5-hydroxytryptamine receptor 5A (Homo sapiens), P47898. cell-based. activation, % at 9.3 µM. 0.61% of 340,000 active. AID 504692, 2011; in the data active = activation mostly above about 9.5%, no sharp cut-off; inactive = mostly below about 7.6%;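 also: 0% = cells with vehicle only and 100% = reference agonist; strong numbers were not always called active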
# E coli growth = E. coli V3065 growth inhibition, primary screen, counter-screen for AddAB inhibitor project, absorbance, OD600 | 18 h | inhibition, % at 11.9 µM | 0.27% of 330,000 active | AID 449728, 2010;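 active = inhibition above the campaign's mean inhibition across all tested compounds plus 3 SD, cut at about 9.9% in these data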;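 also: uninfected addAB+ strain grown without phage in ampicillin broth; 0% = DMSO wells and 100% = ciprofloxacin 0.95 µg/ml wells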
# AddAB inh = growth inhibition of E. coli expressing H. pylori AddAB, primary screen, AddAB inhibitor project, absorbance. inhibition, % at 11.9 µM. 0.29% of 330,000 active. AID 435030, 2010; in the data active = inhibition above about 12%;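 also: 0% = vehicle wells of infected cells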
# PKA-R1A activ = activators of PKA-R1A holoenzyme, primary screen, biochemical, fluorescence polarization, Cy5-IP20, bovine R1A, mouse PKAc; PKA-R1A dissociation; scaled: DMSO 0%, 113 µM cGMP 100%; activation, % at 11.4 µM; 0.083% of 340,000 active;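 active = percent activation above the mean of all tested compounds plus 3 SD, cut at about 19% in these data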;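 also: higher means more PKAc released from R1A so a rise in polarization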
# HTR5A inv ag = HTR5A inverse agonists in luminescence cell assay, primary screen, counter-screen for OPRM1-OPRD1 heterodimer inverse agonist project, full-deck HTS. 5-hydroxytryptamine receptor 5A (Homo sapiens), P47898. HTR5A cell line, inverse agonism. inhibition, % at 9.3 µM. 0.083% of 340,000 active. AID 504634, 2011; in the data active = inhibition mostly above about 23%, no sharp cut-off; inactive = mostly below about 18%;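 also: 0% = cells with DMSO and 100% = no-cell wells with DMSO; some compounds called inactive have numbers as strong as hits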
# PKA-R2B activ = activators of PKA-R2B holoenzyme, primary screen, biochemical, fluorescence polarization, Cy5-IP20, human; PKA-R2B holoenzyme dissociation; R2B truncated from residue 108, S112A mutant; 0% DMSO only, 100% 113 µM cGMP; cAMP-dependent protein kinase catalytic subunit beta (Homo sapiens) + cAMP-dependent …; 0.079% of 340,000 active; activation, % at 11.4 µM; AID 504700, 2011;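 active = activation above a cutoff set at the mean over all compounds plus 3 SD, cut at about 18% in these data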;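 also: higher means more holoenzyme dissociation and a rise in polarization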
# Target sequence (P31323 whole entry, looked up, other chains not shown, the tested form may be a part): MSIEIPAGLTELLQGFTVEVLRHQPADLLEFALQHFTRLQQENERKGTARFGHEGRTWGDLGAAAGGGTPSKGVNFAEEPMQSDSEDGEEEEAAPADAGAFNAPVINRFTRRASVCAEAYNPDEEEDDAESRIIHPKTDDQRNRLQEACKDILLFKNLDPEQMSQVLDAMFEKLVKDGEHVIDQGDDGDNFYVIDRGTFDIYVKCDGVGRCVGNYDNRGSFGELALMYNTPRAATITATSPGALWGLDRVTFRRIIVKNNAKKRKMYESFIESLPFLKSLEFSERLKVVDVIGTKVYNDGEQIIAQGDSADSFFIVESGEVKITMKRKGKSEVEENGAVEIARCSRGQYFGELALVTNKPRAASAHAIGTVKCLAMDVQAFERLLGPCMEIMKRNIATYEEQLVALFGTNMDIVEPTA
# DAGLB inh = DAGLB lipase inhibitors, primary screen, biochemical, fluorescence, HTS; Diacylglycerol lipase-beta (Homo sapiens), Q8NCG7; HEK293T DAGLB membrane lysate, EnzChek fluorogenic substrate; inhibition, % at 5.17 µM; 0.059% of 340,000 active; in the data active = inhibition above about 34%;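 also: 0% = enzyme with vehicle and 100% = wells lacking enzyme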
# CDK5 inh = inhibitors of human CDK5/p35 kinase, primary screen, biochemical, single concentration; inhibition, % at 10 µM; Recombinant CDK5/p35, ADP-Glo luminescence, 60 min; 0.01% of 330,000 active; Cyclin-dependent kinase 5 (Homo sapiens) + Cyclin-dependent kinase 5 activator 1 (Homo …;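 active = highest replicate inhibition of at least 50% and at least 75% of replicates reaching 50%; inconclusive = only one of the two criteria met; inactive = both criteria failed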;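 also: plate controls were DMSO neutral control for no effect and GW8510 at 10 µM for full effect; many of its hits are not listed in these tables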
# Target sequence (Q00535 whole entry, looked up): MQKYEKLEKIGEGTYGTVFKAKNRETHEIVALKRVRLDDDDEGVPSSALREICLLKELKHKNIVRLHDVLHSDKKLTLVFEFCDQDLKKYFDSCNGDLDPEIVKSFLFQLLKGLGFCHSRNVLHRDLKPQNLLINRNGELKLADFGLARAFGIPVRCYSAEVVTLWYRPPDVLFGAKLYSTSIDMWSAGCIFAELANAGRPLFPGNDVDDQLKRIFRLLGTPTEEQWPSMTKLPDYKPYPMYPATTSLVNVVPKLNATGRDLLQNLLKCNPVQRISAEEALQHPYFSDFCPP
# Target sequence (Q15078 whole entry, looked up): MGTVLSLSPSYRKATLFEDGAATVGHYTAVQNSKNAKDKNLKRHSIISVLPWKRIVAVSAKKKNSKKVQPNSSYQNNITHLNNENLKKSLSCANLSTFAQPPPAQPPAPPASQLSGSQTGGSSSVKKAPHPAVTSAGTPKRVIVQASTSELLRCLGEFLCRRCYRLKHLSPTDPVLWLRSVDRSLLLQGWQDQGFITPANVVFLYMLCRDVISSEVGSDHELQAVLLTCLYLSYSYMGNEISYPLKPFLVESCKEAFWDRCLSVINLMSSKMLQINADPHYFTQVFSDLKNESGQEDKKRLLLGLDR
# * hit, by the source's call; ? = inconclusive; nt = no result given.
SMILES,phage Ecoli inh,Tat transport,Mot1-301 SUMO,HTR5A ag,E coli growth,AddAB inh,PKA-R1A activ,HTR5A inv ag,PKA-R2B activ,DAGLB inh,CDK5 inh
CSCc1cccc(C(=O)OC(C)C(=O)Nc2c(C)n(C)n(-c3ccccc3)c2=O)c1 (stereo not given),1.9,-4,nt,1,0.7,3.1,2,3,-5,0,0.3
COc1cc(NC(=S)NCCc2ccccc2)c(OC)cc1NC(=O)C(C)C,-1.5,-1,-6,5,-0.7,1.1,-14,-13,-8,-2,-0.4
CC(=O)c1ccc(OCCCC(=O)Nc2nnc(C3CC3)s2)cc1,3.6,-11,-21,1,-1.1,-2.0,12,-4,-4,4,1.8
O=C(Cc1cccc(NC(=O)C2CCCN(C(=O)C3CCCC3)C2)c1)Nc1cccc(C(=O)N2CCOCC2)c1 (stereo not given),-3.5,-8,nt,4,nt,nt,-14,-14,7,-1,0.3
C(C#CCN1CCOCC1)#CCN1CCOCC1,0.4,-3,nt,1,nt,nt,-7,-3,-2,-1,1.6
O=C(OCc1cn(-c2ccc(Cl)c(Cl)c2)nn1)c1ccccc1Cl,2.0,-4,-3,-7,0.1,1.5,5,16,5,-14,-2.5
CCOc1ccc(C(=O)CSc2nnc(C3CC3)n2C)cc1,-0.8,4,-25,1,-1.9,3.0,0,-2,-1,-2,0.8
CCNC(=S)N(Cc1cc2cccc(C)c2[nH]c1=O)C1CCCC1,-0.2,-3,-14,3,-1.6,-1.6,-20,3,-7,3,-0.4
O=C1CSC(c2cccnc2)N1Cc1ccc(Cl)c(Cl)c1 (stereo not given),1.1,-11,8,-2,1.6,2.6,-1,5,4,1,-1.0
CCCn1nnc(NC(=O)c2cccc(Cl)c2)n1,5.2,5,10,3,0.0,4.0,-9,-11,-6,-2,2.3
CS(=O)(=O)N(CC(=O)NCCc1ccccc1)c1cccc([N+](=O)[O-])c1,0.8,-9,nt,5,0.7,1.7,-13,11,-5,0,1.1
O=C1c2ccccc2CC1Sc1nnc(-c2ccncc2)o1 (stereo not given),2.6,?,-11,1,-2.2,2.8,-2,-2,0,0,-1.1
CN(Cc1nc2ccccc2c(=O)[nH]1)C(=O)c1ccc(S(=O)(=O)N(C)C)cc1,2.5,-9,-12,2,0.9,3.1,3,-10,6,-1,0.8
COc1cc2c(=O)n(CCC(=O)NCC3CCCO3)c(=O)n(CC(=O)c3ccc(Cl)cc3)c2cc1OC (stereo not given),0.3,2,1,0,-0.4,2.4,0,-18,-1,0,0.1
COc1ccc(-n2c(CCC(=O)O)ccc2-c2ccccc2)cc1,2.6,-2,nt,1,0.0,-2.1,-2,16,-12,2,-0.1
COc1ccc(NC(=O)/C(C#N)=C\c2ccc(Br)o2)cc1,0.9,-8,7,2,-2.0,1.4,-1,-13,2,-4,1.0
CC1=NN(c2ccccc2)C(=O)C1C=Nc1ccc(N(C)C)cc1 (stereo not given),3.3,-5,3,nt,0.8,4.9,nt,nt,nt,nt,-0.4
Cc1cc(C(=O)N2CCN(c3cccc(Cl)c3)CC2)c(C)o1,1.3,-1,4,4,-0.2,1.4,-7,11,-11,-7,0.2
Cc1cc(C)nc(/N=C(\N)Nc2ccc(-c3ccccc3)cc2)n1,4.9,-1,0,4,3.4,5.8,3,-9,-8,-1,-0.4
C=CCNC(=O)C1CC2Cn3c(nc4cc(C)c(C)cc43)C2N1C (stereo not given),0.5,-10,-21,7,-3.2,3.7,1,5,1,0,1.6
COCCOC(=O)C1=C(C)NC(=O)CC1c1cc2c(cc1Br)OCO2 (stereo not given),3.0,1,-13,-4,-1.7,-2.4,-7,13,1,-1,-0.4
Cc1cc(NCc2ccccn2)ccc1Br,2.4,-2,-3,-3,2.2,0.4,-7,-12,-7,1,-0.6
Cc1ccc(C(=O)NS(=O)(=O)c2ccc(N=NN(C)C)cc2)cc1,13*,-9,7,0,70*,100*,7,0,8,1,0.5
O=C(CSc1nc(=O)n(CCCN2CCOCC2)c2c1CCCC2)Nc1ccccc1Cl,0.4,4,3,1,-1.5,-0.7,4,-2,0,1,1.4
Cc1ccc(-c2cnc(NC(=O)c3cccc(Br)c3)s2)c(C)c1,3.1,-4,1,-2,-0.1,1.0,-11,-10,-3,-19,3.6

# The results go on:
SMILES,phage Ecoli inh,Tat transport,Mot1-301 SUMO,HTR5A ag,E coli growth,AddAB inh,PKA-R1A activ,HTR5A inv ag,PKA-R2B activ,DAGLB inh,CDK5 inh
CC(C(=O)OCC(=O)c1ccccc1)N1C(=O)c2ccccc2C1=O (stereo not given),0.4,5,-11,1,-0.8,-0.8,-3,-4,-15,0,-0.6
CCCN(C(=O)CSc1nnc(N)s1)c1c(N)n(Cc2ccccc2)c(=O)[nH]c1=O,0.2,2,nt,1,-1.4,-0.9,0,-4,4,0,-1.7
Clc1ccc(-c2nc3nc4ccccc4nc3n2Cc2ccco2)cc1,3.3,3,226,2,-0.7,0.8,0,9,-2,-5,-0.2
O=c1[nH]nc(Cc2ccc([N+](=O)[O-])cc2)c2ccccc12,-0.7,0,-5,5,-2.4,0.2,-6,-20,-12,-1,-1.1
Cc1[nH]n(-c2ccccc2)c(=O)c1C1(C(F)(F)F)C(=O)N(c2ccc(F)cc2)C2=C1C(=O)CC(C)(C)C2 (stereo not given),2.4,10,90,-5,0.4,1.3,-3,-11,-6,-1,-3.5
O=C(CCCOc1ccccc1)N1CCCCC1,-0.6,-9,5,-13,0.4,2.1,0,30,7,-1,2.9
CC1(C)Oc2ccc3ccc(=O)oc3c2/C(=C/Nc2ccccc2)C1=O,0.5,5,6,1,-1.8,0.8,-3,-2,5,0,-0.4
COc1cc(OC)c(NC(=O)CCCNC(=O)Cn2cnc3sc(C)c(C)c3c2=O)cc1Cl,-3.1,-5,140,-2,0.1,4.3,-4,-14,2,-1,-0.2
Cc1ccccc1NN1C(=O)C=CC1=O,-0.3,-8,-13,1,1.6,2.4,2,-2,-9,0,2.9
CCNC(=S)Nc1ccc(Cc2ccncc2)cc1,2.9,-4,1,4,-0.9,1.5,0,-11,0,1,-1.5
O=C1CCC(=O)N1c1ccc(NCCc2ccccc2F)c([N+](=O)[O-])c1,1.6,-2,2,2,-1.8,1.4,-18,-5,-9,4,5.4
CN(C)S(=O)(=O)c1ccc(C(=O)Nc2nc(-c3cccs3)cs2)cc1,3.4,-2,7,15,0.9,0.6,-4,-45,1,-5,-1.2
CC(C)(C)NC(=S)NC(C)(C)C,0.7,-1,nt,5,nt,nt,-8,-18,5,-1,0.4
CC1=Nn2c(nnc2-c2cc(C)[nH]n2)SC1,2.1,0,37,3,-0.8,3.6,-11,20,-4,-4,-1.1
Nc1c(C(=O)O)ccc2c1C(=O)c1ccccc1C2=O,3.1,-14,2,-6,-0.8,2.7,-13,15,-9,30,4.5
Cc1ccc(C)c(OCCC(=O)Nc2cccc(S(=O)(=O)N3CCCC3)c2)c1,2.0,5,13,14,2.0,1.7,-3,-37,-10,-6,1.9
CC(=O)Nc1nc(C)c(CCCOc2ccc([N+](=O)[O-])cc2)c(=O)[nH]1,2.0,1,-13,-1,0.2,-0.9,1,3,8,0,0.5
CCOC(=O)CNC(=O)COc1coc(CN2CCN(c3ccc(F)cc3)CC2)cc1=O,3.5,0,3,-2,-0.5,-0.4,2,-12,-8,0,0.9
COc1cc(NC(=O)CN2C(=O)NC(C)(c3ccc(OC(F)F)cc3)C2=O)cc(OC)c1OC (stereo not given),-2.7,-1,7,0,-0.4,2.6,3,-4,-1,0,-0.8
Cc1[nH]nc2c1C(c1cccs1)C(C#N)=C(N)O2 (stereo not given),2.0,-9,170,-1,0.8,1.8,7,4,-10,1,4.4
O=C(CCC(=O)OCC(=O)c1ccccc1)Nc1cccc2cccnc12,1.4,-1,-18,10,4.5,3.0,-4,-26,-5,-1,-0.8
CCN(CC)Cc1c(O)ccc2c(=O)c(Oc3ccccc3OC)c(C)oc12,-0.6,-3,-5,4,0.8,1.3,-13,-12,3,1,1.2
CC(C)(C)C(=O)Cn1c(NCCCO)nc2ccccc21,2.0,-2,0,3,0.9,2.1,-12,10,-3,-1,-1.1
COc1ccccc1C(=O)NC(CCSC)C(=O)Nc1ccc(C)c(S(=O)(=O)N2CCOCC2)c1 (stereo not given),1.1,-1,-2,0,0.3,0.0,-9,10,3,0,0.5
O=C(N/N=C/c1cc([N+](=O)[O-])ccc1N1CCCCCC1)c1ccccn1,4.2,-2,8,-2,4.5,2.4,9,6,4,2,-1.4
COC(=O)CCn1nnc(-c2ccc(C)cc2)n1,2.0,-1,-23,0,-0.4,1.8,-10,-7,-6,-4,0.7
OCCN=c1cc(-c2ccccc2)oc2ccc(Cl)cc12,nt,-9,9,5,-8.7,-4.8,-14,-14,5,1,0.2

# No new results follow: 4 of the compounds above.
SMILES,phage Ecoli inh,Tat transport,Mot1-301 SUMO,HTR5A ag,E coli growth,AddAB inh,PKA-R1A activ,HTR5A inv ag,PKA-R2B activ,DAGLB inh,CDK5 inh
COc1ccccc1C(=O)NC(CCSC)C(=O)Nc1ccc(C)c(S(=O)(=O)N2CCOCC2)c1 (stereo not given),1.1,-1,-2,0,0.3,0.0,-9,10,3,0,0.5
O=C(N/N=C/c1cc([N+](=O)[O-])ccc1N1CCCCCC1)c1ccccn1,4.2,-2,8,-2,4.5,2.4,9,6,4,2,-1.4
COC(=O)CCn1nnc(-c2ccc(C)cc2)n1,2.0,-1,-23,0,-0.4,1.8,-10,-7,-6,-4,0.7
OCCN=c1cc(-c2ccccc2)oc2ccc(Cl)cc12,nt,-9,9,5,-8.7,-4.8,-14,-14,5,1,0.2

# Three entries from above, with tabs:
mol	phage Ecoli inh	Tat transport	Mot1-301 SUMO	HTR5A ag	E coli growth	AddAB inh	PKA-R1A activ	HTR5A inv ag	PKA-R2B activ	DAGLB inh	CDK5 inh
COc1cc(NC(=O)CN2C(=O)NC(C)(c3ccc(OC(F)F)cc3)C2=O)cc(OC)c1OC (stereo not given)	-2.7	-1	7	0	-0.4	2.6	3	-4	-1	0	-0.8
Cc1[nH]nc2c1C(c1cccs1)C(C#N)=C(N)O2 (stereo not given)	2.0	-9	170	-1	0.8	1.8	7	4	-10	1	4.4
O=C(CCC(=O)OCC(=O)c1ccccc1)Nc1cccc2cccnc12	1.4	-1	-18	10	4.5	3.0	-4	-26	-5	-1	-0.8

# Compound activity (PubChem BioAssay)
